SRC3 TRFRET art = flags TR-FRET format artefacts in PPARgamma SRC-3 recruitment agonist screen; TR-FRET artefact counter-screen, PPARgamma/SRC-3 format; active compounds read high; 99,000 compounds, 0.39% hits; TR-FRET ratio at 8 µM; in the data active = TR-FRET ratio above about 2000; note: inactives centre near 1600; reference of the scale not given here
SRC1 TRFRET art = TR-FRET artefact, counter-screen to PPARgamma/SRC-1 agonist assay | TR-FRET ratio at 8 µM | AID 1051 | 99,000 compounds, 0.34% hits | TR-FRET detection artefact counter-screen, emission ratio; active compounds read high; in the data active = TR-FRET ratio above about 2300; note: inactives centre near 1800; reference of the scale not given here
* hit, by the source's call. Not all compounds are listed; rates above refer to the full screens.

Order of results: SRC1 TRFRET art	SRC3 TRFRET art
- O=C(NCCCn1ccnc1)c1cc2c(ccc3ccccc32)o1
  2057	1526
- CC1(C)O[C@@H]2C[C@H]3[C@@H]4CCC5=CC(=O)C=C[C@]5(C)[C@@]4(F)[C@@H](O)C[C@]3(C)[C@]2(C(=O)CO)O1
  1764	1508
- CC(C)(O)C#Cc1ccc(C(=O)NC2CCCCC2)s1
  1856	1430
- COc1ccc(/C=N/NC(=O)C(C)N(c2ccc(OC)cc2)S(C)(=O)=O)cc1 (stereo unspecified)
  1628	1472
- CC(=O)NC1C(OCc2ccccc2)OC2COC(c3ccccc3)OC2C1OCC(=O)O (stereo unspecified)
  1799	1674
- CCC(=O)N/N=c1/sc2ccccc2n1C
  1522	1287
- Cn1nnnc1SCC(=O)Nc1cccc([N+](=O)[O-])c1
  1779	1450
- CCOC(=O)c1ccc(NC(=O)CCc2nc(-c3ccccc3)no2)cc1
  1942	1545
- CC(CS(=O)(=O)c1cccc2cccnc12)N1CCCCC1 (stereo unspecified)
  1519	1620
- COc1ccc(NC(=O)c2cc(C)nc3ccccc23)c(OC)c1
  1872	1588
- Cc1ccc(-c2nn(-c3ccccc3)cc2CNCc2ccccc2)cc1
  1749	1619
- COC(=O)c1ccccc1NC(=O)Cn1cnc2ccc(S(=O)(=O)N3CCC(C)CC3)cc2c1=O
  1669	1506
- CCN1C(=O)C(CC(=O)Nc2ccc(OC)cc2)N(CCCN2CCN(c3ccc(F)cc3)CC2)C1=S (stereo unspecified)
  1979	1646
- COc1ccccc1N1CCN(C(=O)CNC(=O)c2cn(-c3ccccc3OC)c(=O)c3ccccc23)CC1
  1840	1557
- O=C(/C=C/Nc1ccccc1C(=O)O)c1cccs1
  1801	1479

For reference, some entries already given:
Order of results: SRC1 TRFRET art	SRC3 TRFRET art
- CCN1C(=O)C(CC(=O)Nc2ccc(OC)cc2)N(CCCN2CCN(c3ccc(F)cc3)CC2)C1=S (stereo unspecified)
  1979	1646
- COc1ccccc1N1CCN(C(=O)CNC(=O)c2cn(-c3ccccc3OC)c(=O)c3ccccc23)CC1
  1840	1557
- O=C(/C=C/Nc1ccccc1C(=O)O)c1cccs1
  1801	1479

Later entries:
Order of results: SRC1 TRFRET art	SRC3 TRFRET art
- COc1ccc(C(C#N)c2ccc(Cl)nn2)cc1 (stereo unspecified)
  1912	1720
- Cc1c(Br)c([N+](=O)[O-])nn1CC(=O)Nc1ccc(C(C)C)cc1
  1742	1328
- Cc1cccnc1NC1(C(F)(F)F)N=C2SCCN2C1=O (stereo unspecified)
  1689	1766
- Cc1ccc(-n2c(=S)[nH]c3c(oc4ccccc43)c2=O)cc1C
  1933	2010
- COC(=O)c1cc(OC)c(OC)cc1NC(=O)c1cccc(C)c1
  1875	1557
- COc1cc(C2C=C(Nc3ccccc3)C(=O)N2c2ccccc2)ccc1O (stereo unspecified)
  1811	1473
- CC(C)(C)N(Cc1ccccc1)C(=O)COC(=O)c1cccc([N+](=O)[O-])c1
  1878	1578
- Cc1cc(NS(=O)(=O)c2ccc(NC(=O)c3cc4cc(Br)ccc4oc3=O)cc2)no1
  1856	1600
- CC(C)CCn1c(O)c(N=NC(=O)c2ccco2)c2ccccc21
  1663	1416
- COc1cc(OC)cc(C(=O)N[C@H](C(=O)OCc2cc(=O)oc3cc(C)ccc23)C(C)C)c1
  1890	1531
- Cn1c(=O)c2c(ncn2Cc2nnc(N)s2)n(C)c1=O
  1691	1527
- CCC(=O)c1ccccc1OCCN1CCN(CC)CC1
  1681	1251
- COc1cccc(CNC(=O)CCC2CCCN(C(=O)c3ccoc3C)C2)c1 (stereo unspecified)
  1829	1536
- COc1ccccc1C(=O)Nc1cc(Cl)ccc1O
  1732	1552
- CCC(O)C1CCN(Cc2cn(Cc3ccccc3)nc2-c2cc3ccccc3o2)CC1 (stereo unspecified)
  1580	1293
- O=[N+]([O-])c1ccccc1N(CC1CO1)S(=O)(=O)c1ccccc1 (stereo unspecified)
  1958	1795
- CC1(C)CC(C)(O)N(Cc2ccccc2)C(=S)N1 (stereo unspecified)
  1517	1556
- Cc1ccc(-c2nc(NCc3ccco3)n(S(C)(=O)=O)n2)cc1
  1685	1604
- CCCCn1c(SCC(=O)c2cc(OC)ccc2OC)nc2cc(S(N)(=O)=O)ccc21
  1933	1702
- COc1ccc(NC(=O)c2ccc3c(c2)C(=O)N(Cc2cccnc2)C3=O)c(OC)c1
  1647	1938
- COc1ccc(C(=O)C2CCCN(C(=O)c3n[nH]c4c3CCCC4)C2)cc1OC (stereo unspecified)
  1549	1486
- COc1cc(=O)n(C)c2c(O)cccc12
  1912	1648
- CCOc1ccc(-c2nnc(-c3snc(-c4ccc(F)cc4)c3N=CN(C)C)o2)cc1
  1671	1629
- Cc1nc2ccc(NC(=S)NC3CCCCC3)cc2nc1C
  1789	1566
- CC(c1ccon1)N(C)Cc1cn[nH]c1-c1ccc(-c2ccccc2)cc1 (stereo unspecified)
  1727	1697
- CCOC(=O)/C=C/C(=O)OCC(=O)Nc1ccc(Cl)cc1Cl
  1784	1599
- COc1cccc2cc(C(C)=O)oc12
  1673	1690
- COc1cccc(C(=O)N/N=c2\sc3ccccc3n2C)c1
  1846	1699
- O=C(NNC(=O)C1CCCN(S(=O)(=O)c2cccc(F)c2)C1)C1CC1 (stereo unspecified)
  1792	1518
- COc1cccc(C2C(C(C)=O)=C(O)C(=O)N2CCNCCO)c1 (stereo unspecified)
  1763	1503
- CCOC(=O)c1nn(-c2ccc(F)cc2)cc1O
  1708	1701
- COC(=O)c1ccccc1NC(=O)CN1C(=O)CSC1=O
  2058	1786
- CCN(CC)CCCNC(=O)c1c(O)c2c([nH]c1=O)CCCC2
  1869	1510
- c1ccc(-c2cn3c4c(sc3n2)CCCC4)cc1
  1917	1656
- CCC1CCCCN1CC(=O)Nc1cc(OC)c(OC)cc1C#N (stereo unspecified)
  1709	1415
- CC(C)C(=O)N1CCC(c2nc(-c3ccc(S(=O)(=O)N4CCN(C)CC4)cc3)no2)CC1
  1858	1704
- CCn1c(SCC(=O)Nc2cc(C)on2)nnc1-c1c[nH]c2ccccc12
  1929	1745
- Cc1ccccc1NC(=O)Nc1cccs1
  2075	1582
- Cc1[nH]n(C(N)=S)c(=O)c1N=Nc1ccc2ccccc2c1
  2037	1696
- Cc1ccccc1OCCC(=O)Nc1cccc(S(=O)(=O)Nc2ccccc2Cl)c1
  1793	1743
- COC(=O)Cn1cc(/C=C/[N+](=O)[O-])c2ccccc21
  1580	1359
- COc1ccc(-c2nsc(SCC(=O)Nc3ccc4c(c3)OCO4)n2)cc1
  1558	1364
- O=C(Oc1ccc2c3c(c(=O)oc2c1)CCCC3)c1cccs1
  1696	1464
- CCC(C)NC(=O)Cc1c(OC)ccc2cc(Br)ccc12 (stereo unspecified)
  2168	1936
- CCOC(=O)c1cccc(NC(=S)NCc2ccc(C)cc2)c1
  1725	1561

Part of the list above in order of length of the SMILES, lowest first.
Order of results: SRC1 TRFRET art	SRC3 TRFRET art
- Cc1ccccc1NC(=O)Nc1cccs1
  2075	1582
- CCC(C)NC(=O)Cc1c(OC)ccc2cc(Br)ccc12 (stereo unspecified)
  2168	1936
- CCC1CCCCN1CC(=O)Nc1cc(OC)c(OC)cc1C#N (stereo unspecified)
  1709	1415
- CCOC(=O)c1cccc(NC(=S)NCc2ccc(C)cc2)c1
  1725	1561
- CCN(CC)CCCNC(=O)c1c(O)c2c([nH]c1=O)CCCC2
  1869	1510
- CC(C)C(=O)N1CCC(c2nc(-c3ccc(S(=O)(=O)N4CCN(C)CC4)cc3)no2)CC1
  1858	1704

Continued.
Order of results: SRC1 TRFRET art	SRC3 TRFRET art
- Cn1cnnc1Sc1ccc(/C=C(\CCC(=O)O)c2nc3ccccc3s2)cc1[N+](=O)[O-]
  1664	1523
- COc1ccc(C(=O)Oc2ccc(C(=S)N3CCCC3)cc2)cc1OC
  1593	1637
- Cn1c(SCC(=O)N2CCCC2=O)nnc1-c1ccccc1F
  1629	1413
- CCOC(=O)C1=C(C)N=C2SC(C(=O)OC)=CC(=O)N2C1c1cc(OC)c(OC)c(OC)c1 (stereo unspecified)
  1852	1439
- Cc1ccccc1CC(=O)c1ccc(O)c(C)c1O
  1655	1628
- CSc1nnc(-c2cccn(Cc3cccc(Cl)c3)c2=O)o1
  1800	1582
- C=CCOc1ccc(/C=N/Nc2ccccn2)cc1OC
  2098	1712
- Cc1nc(SC(C(=O)c2ccccc2)c2ccccc2)nc2ccccc12 (stereo unspecified)
  1939	1708
- O=C(NCCCn1ccnc1)/C(=C\c1cccnc1)NC(=O)c1ccccc1F
  2055	1814
- O=C(CN1CCCCCC1)N1c2ccccc2Sc2ccccc21
  2150	1921
- CC(C)CC(COCc1cccc(Cl)c1)N1CCN(C(=O)c2cccc(C(F)(F)F)c2)CCC1=O (stereo unspecified)
  1696	1746
- Cc1ccc(NC(/C=C/N(C)C)=C/C(=O)C(F)(F)F)c(C)c1
  1918	1807
- Cc1noc(NC(=O)c2ccccc2C(F)(F)F)c1C#N
  2141	1750
- Cc1cc(C)c2nc(-c3ccco3)cc(C(=O)O)c2c1
  1751	1596
- Cc1cccc(NC(=O)c2ccc(N3CCOCC3)c([N+](=O)[O-])c2)n1
  2062	1541

Single values from the entries so far:
Cc1ccccc1OCCC(=O)Nc1cccc(S(=O)(=O)Nc2ccccc2Cl)c1 in SRC1 TRFRET art = 1793
Cc1noc(NC(=O)c2ccccc2C(F)(F)F)c1C#N in SRC1 TRFRET art = 2141

(cont.)
Order of results: SRC1 TRFRET art	SRC3 TRFRET art
- O=C1N=C(N2CCOCC2)S/C1=C/c1ccc(-c2ccc(F)cc2)o1
  1706	1645
- CCOc1ccc(C(c2c(C)[nH][nH]c2=O)c2c(C)[nH][nH]c2=O)cc1OCC
  1895	1556
- O=C(Oc1ccc(C(=S)N2CCCCC2)cc1)c1ccccc1F
  2060	1689
- Cc1c(C(=O)Nc2ccccc2)sc2nc3n(c(=O)c12)CCCCC3
  1723	1498
- Cn1cccc1Cc1nnc(SCC(=O)N2CCCc3ccccc32)n1-c1ccc(F)cc1
  1728	1564
- O=C(Cc1ccccc1)Nc1ccc(NC(=O)c2cccs2)cc1
  1668	1664
- CC(NC(=O)Cn1cccc1C(=O)c1ccccc1)c1ccc2c(c1)OCCO2 (stereo unspecified)
  1651	1465
- CC(C)(C)c1nnc(NC(=O)CS(=O)(=O)Cc2ccccc2)s1
  1504	1479
- O=C(NC1CCCCC1)[C@H](CSCc1ccccc1)N1Cc2ccccc2C1=O
  1719	1505
- O=C(NCC1CCCO1)Nc1ccc2c(c1)OCO2 (stereo unspecified)
  1692	1509
- C/C(=N\NC(=O)c1cccs1)C(C)(C)C
  1576	1453
- CCCN(CCC)C(=O)C1CC(=O)OC12CCCCC2 (stereo unspecified)
  1821	1554
- CCc1cccc(C)c1NC(=S)N(CCCN1CCOCC1)Cc1cccnc1
  1810	1617
- CC(C)CC(=O)NC(=S)N(Cc1ccccc1)Cc1ccccc1
  1795	1650
- O=C(Nc1ccc(-c2noc(CCc3ccccc3)n2)cc1)c1ccco1
  1878	1716
- CCN(CC)CCNC(=O)c1ccc(NC(=O)COc2ccccc2F)cc1
  1623	1403
- c1ccc(Nc2nc3ccccc3n3nnnc23)cc1
  1822	1280
- O=C(CSc1ncn(-c2ccccc2)n1)Nc1nncs1
  1450	1533
- COc1ccc(N2CCN(c3ccc([N+](=O)[O-])cc3Cl)CC2)cc1
  1778	1649
- O=C(CCOc1ccccc1)Nc1cccc([N+](=O)[O-])c1
  1836	1432
- CCN(CC)S(=O)(=O)c1cccc(C(=O)N/N=C/c2cc(OC)c(O)c(OC)c2)c1
  1622	1617
- CCC(C)(C(=O)NC1CCCCC1)N(C(=O)CNC(=O)c1ccccc1)c1c(C)n(C)n(-c2ccccc2)c1=O (stereo unspecified)
  1718	1633
- COc1ccc(CCNC(=O)CN2CCOc3ccccc32)cc1OC
  1763	1556
- CC1(C)C2C/C(=N\O)C(C)(/[N+]([O-])=C/c3cccc([N+](=O)[O-])c3)CC21 (stereo unspecified)
  1762	1474
- Cc1ccc(S(=O)(=O)N/N=C/c2ccccc2O)cc1[N+](=O)[O-]
  1920	1523
- CN(C)/C=N/c1nc2nccc(-c3ccccn3)n2n1
  1931	1337
- CCOC(=O)c1c(NC(=S)NC(C)=O)sc(C)c1C
  1751	1567
- Oc1ccc(Cc2ncc(C(F)(F)F)cc2Cl)cc1
  1895	1697
- CCOC(=O)C1(CC2CC2)CCN(Cc2ccc(OC)cc2F)CC1
  1547	1620
- C=CCn1c(C2CCCCC2)n[nH]c1=S
  1741	1534
- O=C(Nc1ncccn1)c1cc(-c2ccc(F)cc2)nc2ccccc12
  1864	1628
- CC(Sc1nncn1C)C(=O)Nc1ccc(Cl)cn1 (stereo unspecified)
  1682	1564
- CC1CC2=C(C(=O)O1)C(c1ccc(Cl)cc1)Nc1ccccc1N2 (stereo unspecified)
  1923	1661
- COc1ccc(OCC(O)Cn2c(Nc3cccc(C)c3)nc3c2c(=O)n(C)c(=O)n3C)cc1 (stereo unspecified)
  1814	1414
- O=C(Cc1ccc(-n2c(=O)c3ccccc3n(CC(=O)Nc3ccc(F)cc3F)c2=O)cc1)NCc1ccco1
  1728	1509
- CCCOC1OC(=O)c2c1ccc(OC)c2OC (stereo unspecified)
  1899	1520
- CCC(=O)N(Cc1ccco1)C1CC(=O)N(c2ccccc2)C1=O (stereo unspecified)
  1884	1466
- CC1CCCCN1C(=O)C(Cc1ccccc1)N1C(=O)C2CCCCC2C1=O (stereo unspecified)
  1641	1717
- O=C(NCCc1c[nH]c2ccccc12)C(=O)NCC1OCCCN1S(=O)(=O)c1cc(F)ccc1F (stereo unspecified)
  1575	1402
- CSc1cc(-c2ccc(Cl)cc2)[nH]c(=O)c1C#N
  1498	1471
- NC(=O)[C@@H]1CCCNc2c(F)cc([N+](=O)[O-])cc2C(=O)N[C@@H](CO)C(=O)N[C@@H](Cc2ccc(O)cc2)C(=O)N1
  1659	1542
- Fc1ccccc1Nc1nc(NCc2ccco2)nc(N2CCOCC2)n1
  1891	1650

Assay outcomes from PubChem BioAssay.
